West Nile virus CPE: West Nile virus antiviral activity, cell-based, CPE readout (AID 1621). CPE inhibition, % at 10 µM; hits with a dose series show IC50 in µM. West Nile virus-infected cells, CPE inhibition; higher % means a stronger effect. actives 0.02% (n = 290,000); in the data active means a potency from the dose series; further: strong numbers were not always called active
PhoP inhibition: inhibitors of PhoP regulon expression, primary screen, Salmonella Typhimurium, GFP reporter (AID 1863). S. Typhimurium PhoP-regulated promoter GFP reporter, 4 h; higher % means a stronger effect. inhibition, % at 50 µM, or IC50 in µM where a hit was titrated. actives 0.16% (n = 300,000);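 active means inhibition over 29.93%, a cutoff 3 SD above the screen mean, later confirmed by dose response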;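 further: 0% = low Mg2+ inducing control and 100% = high Mg2+ repressing control; strong numbers were not always called active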
human PMI inhibitors: human PMI inhibitors, high substrate, primary screen, biochemical, fluorescence intensity, high mannose 6-phosphate (AID 1220); inhibition, % at 20 µM, or IC50 in µM where a hit was titrated; recombinant PMI enzyme, coupled fluorescence intensity; higher % means a stronger effect; actives 0.66% (n = 190,000)
TNAP activators: human TNAP enzyme activators, primary screen, biochemical, luminescent, no phosphate acceptor, uHTS (AID 1001); actives 0.03% (n = 200,000); Alkaline phosphatase, tissue-nonspecific isozyme (Homo sapiens); purified TNAP, luminescent activation assay, no phosphate acceptor; higher activation fold means a stronger effect; activation fold at 20 µM; hits with a dose series show EC50 in µM; in the data active means activation fold from about 3, or a potency from the dose series; inactive means the rest, 99 in 100 with activation fold below about 1.6; further: many of its hits are not listed in these tables
RSV antiviral HEp-2: RSV antiviral activity via CPE protection, HEp-2 cells, primary 10 µM value included (AID 2391). HEp-2 cells, RSV-induced CPE inhibition; higher % means a stronger effect. CPE inhibition, % at 10 µM; hits with a dose series show IC50 in µM. actives 0.13% (n = 310,000); in the data active means a potency from the dose series; further: strong numbers were not always called active
SV40 large T antigen: SV40 large T antigen inhibitors, biochemical (AID 1903). SV40 large T antigen ATPase/helicase inhibition assay; higher % means a stronger effect. one-dose inhibition, % at 20 µM; IC50 in µM for titrated hits. actives 0.39% (n = 310,000); in the data active means a potency from the dose series; further: strong numbers were not always called active
Ins promoter up: insulin promoter activators in MIN6 cells, imaging, high-content screening, mouse beta cells; actives 0.3% (n = 190,000); MIN6 insulin promoter-GFP reporter; hits give high values; z-score at 5 µM; AID 1625, 2009;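 active means z-score above 3 at 5 µM with at least 500 cells counted in the well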
PMI inhibitors: inhibitors of human PMI, primary screen, biochemical, fluorescence intensity, coupled assay (AID 1209); Mannose-6-phosphate isomerase (Homo sapiens); purified PMI enzyme, coupled fluorescence intensity; higher % means a stronger effect; one-dose inhibition, % at 20 µM; IC50 in µM for titrated hits; actives 0.42% (n = 190,000);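 further: plate controls were DMSO vehicle for no effect and wells lacking substrate for full effect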
ER stress rescue: rescue of cells from ER stress-induced death, primary screen, 384-well, CSM14.1, thapsigargin, ATP luminescence (AID 1222). CSM14.1 thapsigargin-induced death rescue, ATP luminescence; higher % means a stronger effect. 190,000 tested, under 10 active. one-dose cellular ATP content (survival), % at 20 µM; EC50 in µM for titrated hits;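 active means EC50 below 50 µM in the dose-response confirmation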;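 further: death triggered by thapsigargin at about 15 µM added after 2 h compound pretreatment; cell ATP read after overnight thapsigargin exposure of roughly 18 to 22 hours; normalized against plate controls of thapsigargin alone and 5% DMSO vehicle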
Ins promoter up cell count: also measured in Ins promoter up; calls as there; cell count; measured here: cytotoxicity, nuclei count;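 total cells summed across four imaged fields per well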
Starred values were filed as active, the others as inactive; / = no result given. Unless noted, no stated cut-off is given here; in the data, active means inhibition above about 50%; inactive means the rest.

[1] Nc1nc(NCc2ccccc2)nc(Nc2ccc(F)cc2)c1[N+](=O)[O-]
[2] Cc1ccc(-c2ccc(/C=N/N3C(=O)C4C5C=CC(C6CC56)C4C3=O)o2)c([N+](=O)[O-])c1 (stereo not given)
[3] CCO/C=C1/C(=O)N(c2ccc(OC)cc2)C(=O)c2ccccc21
[4] Cc1ccc(C(=O)Nc2ccc3c(c2)CCC3)cc1S(=O)(=O)N1CCOCC1
[5] COc1cccc([C@H](O)Cn2cc(-c3ccc(CON=C(C)C)cc3)nn2)c1
[6] CC(C)CC(c1nnnn1CC1CCCO1)N1CCN(c2nc3ccccc3s2)CC1 (stereo not given)
[7] Cc1oc2c(C)c3oc(=O)c(CCC(=O)NCCCN4CCOCC4)c(C)c3cc2c1C
[8] CCC(C)[C@H](NC(=O)N1CC(=O)Nc2ccccc21)C(=O)Nc1nccs1 (stereo not given in full)
compound no.,1,2,3,4,5,6,7,8
West Nile virus CPE,0.2%,0.9%,0.3%,-1.4%,/,-0.5%,-0.5%,-0.4%
PhoP inhibition,-3%,3%,0%,1%,-3%,14%,-4%,3%
human PMI inhibitors,3%,51%*,-69%,4%,-4%,6%,/,/
TNAP activators,1,1,1.1,1,1.1,1,/,/
RSV antiviral HEp-2,-1.4%,4.3%,2.5%,11%,1.3%,/,-0.5%,0.3%
SV40 large T antigen,5%,0%,8%,-2%,27%,0%,1%,7%
Ins promoter up,0.67,-0.36,0.36,-0.6,0.4,0.13,/,/
Ins promoter up cell count,1512,1162,1212,1525,1090,1260,/,/
PMI inhibitors,7%,26%,-60%,3%,0%,3%,/,/
ER stress rescue,1.8%,-1.1%,-0.1%,-0.6%,-3.7%,-2.8%,/,/

[9] CCCc1nnc(NC(=O)CCC(=O)N2CCCCC2)s1
[10] CCOC(=O)c1[nH]c2cc(OC)c(OC)cc2c1NC(=O)CN(C)C1CCCCC1
[11] COc1ccccc1-n1c(=S)[nH]c2c(sc(=S)n2-c2ccccc2C)c1=O
[12] CN=C(c1ccc([N+](=O)[O-])cc1)N1CCCCC1
[13] COc1ccc(C=O)c(OC)c1
[14] COC(=O)C1C(c2ccccc2)C(C(=O)O)C1c1ccccc1 (stereo not given)
[15] CCOc1cc(N2CCOCC2)c(OCC)cc1NC(=O)c1ccc(C)s1
[16] CN(C)C(=O)CC12CC3CC(C1)CC(CC(=O)N(C)C)(C3)C2
compound no.,9,10,11,12,13,14,15,16
West Nile virus CPE,-0.7%,0.5%,-0.5%,0.6%,-0.3%,0.1%,-1.6%,-0.2%
PhoP inhibition,5%,-2%,0%,-3%,10%,1%,1%,-3%
human PMI inhibitors,/,5%,-12%,-5%,-3%,2%,27%,2%
TNAP activators,/,1.1,1,1.3,1.1,1,1.1,1
RSV antiviral HEp-2,1.2%,-0.7%,-0.2%,4.0%,1.2%,1.6%,3.7%,-0.9%
SV40 large T antigen,6%,4%,4%,9%,2%,-4%,31%,29%
Ins promoter up,/,-1.7,0.89,0.47,0.37,/,-0.92,0.53
Ins promoter up cell count,/,1329,1186,1607,1293,/,1454,1464
PMI inhibitors,/,3%,-6%,-8%,2%,1%,10%,1%
ER stress rescue,/,-2.8%,-0.3%,-2.6%,-0.7%,2.9%,2.2%,0.6%

[17] O=[N+]([O-])c1ccc(S(=O)(=O)N/N=C/c2ccco2)cc1
[18] COCCn1nnnc1C(c1ccc(OC)cc1)N1CCN(c2ccccc2F)CC1 (stereo not given)
[19] Cc1ccc2ncnc(NCCCCCC(=O)O)c2c1
[20] COC(=O)c1ccc(C23CC4(C2)[C@H](CN(Cc2ccc(-c5ccccc5)cc2)[C@@H]4c2ccccc2)C3c2ccc(C(F)(F)F)cc2)cc1 (stereo not given in full)
[21] COC(=O)c1ccc(C2Nc3cccc4cccc(c34)N2)cc1
[22] CC(=O)c1ccc(N(CC(=O)NC2CCCC2)C(=O)c2ccc(C)s2)cc1
[23] COc1ccc(C(=O)N2CCN(c3ccc(NC(=O)c4ccco4)cc3)CC2)cc1
[24] CCOC(=O)C(NC(=O)CC)(Nc1ccccc1)C(F)(F)F (stereo not given)
compound no.,17,18,19,20,21,22,23,24
West Nile virus CPE,0.2%,-0.1%,0.8%,-0.3%,0.2%,0.5%,-0.2%,-0.5%
PhoP inhibition,-5%,20%,6%,-5%,8%,3%,1%,6%
human PMI inhibitors,-10%,-18%,-4%,/,30%,/,/,-7%
TNAP activators,1.1,1.1,1.1,/,1.1,/,/,1.1
RSV antiviral HEp-2,2.5%,1.3%,1.6%,1.5%,3.5%,3.4%,1.4%,0.8%
SV40 large T antigen,4%,2%,3%,21%,5%,4%,11%,14%
Ins promoter up,/,/,1.4,-0.67,0.65,/,/,0.12
Ins promoter up cell count,/,/,1635,973,1231,/,/,1403
PMI inhibitors,-32%,-22%,2%,/,-15%,/,/,-1%
ER stress rescue,-0.1%,2.4%,0.7%,/,/,/,/,-3.8%

[25] Cc1ccc(S(=O)(=O)Cc2ccc(C(=O)N3CCC(C(N)=O)CC3)o2)cc1
[26] CC(C)OC(=O)Cn1cc(C#N)c2ccccc21
[27] CCc1nnc(NC(=O)CSc2nnc(-c3ccc(S(=O)(=O)N(CC)CC)cc3)n2CC)s1
[28] O=c1cc(N2CCN(Cc3ccccc3)CC2)[nH]c(=O)n1Cc1ccc(F)cc1
[29] CN(CC(=O)O)c1ccc(S(=O)(=O)N2CCOCC2)cc1[N+](=O)[O-]
[30] FC(F)(F)c1nc2ccccc2nc1N/N=C/c1c(Cl)cccc1Cl
[31] Cc1ccc(C(=O)Nc2nc(=O)n(C(=O)CC(C)C)s2)cc1
[32] O=C(CC(=O)N/N=C/c1ccc(O)cc1)N/N=C/c1ccc(O)cc1
compound no.,25,26,27,28,29,30,31,32
West Nile virus CPE,0.5%,0.3%,0.2%,0.5%,0.5%,0.0%,-0.5%,0.8%
PhoP inhibition,3%,/,0%,10%,-9%,-4%,-10%,4%
human PMI inhibitors,/,1%,-5%,5%,-11%,2%,4%,/
TNAP activators,/,1.1,1.1,1.1,1,0.9,1.1,/
RSV antiviral HEp-2,-0.2%,1.8%,1.4%,0.2%,0.7%,2.5%,-1.4%,0.7%
SV40 large T antigen,9%,/,19%,8%,10%,12%,4%,14µM*
Ins promoter up,/,0.29,/,0.41,0.39,0.24,0.08,0.1
Ins promoter up cell count,/,1679,/,1237,1262,1664,1775,1135
PMI inhibitors,/,8%,-1%,2%,-22%,-1%,5%,/
ER stress rescue,/,0.9%,-0.5%,-0.9%,-1.6%,-2.4%,-1.7%,/

[33] CN(C)C(/C=C/Nc1ccc(F)cc1)=C(C#N)C#N
[34] CCCn1c(N)c(Sc2ccccc2)c(=O)n(CCC)c1=O
[35] COc1ccc(CCNC(=O)c2nc3ncccn3n2)cc1OC
[36] CC1(C)CC(NC(=O)Cc2ccccc2)CC(C)(C)N1
[37] CN(c1ccccc1)S(=O)(=O)c1ccc(NC(=O)c2ccccc2)cc1
[38] OC(CN1CCC(Cc2ccccc2)CC1)C(F)(F)F (stereo not given)
[39] COc1ccc(CCNC(=O)c2ccc3c(c2)SC2=NS(=O)(=O)CCN23)cc1
[40] CC(=O)Nc1ccc(NC(=O)C2CCCN(c3nnc(-n4cccc4)s3)C2)cc1 (stereo not given)
compound no.,33,34,35,36,37,38,39,40
West Nile virus CPE,0.2%,-0.8%,0.3%,-0.3%,-1.5%,-0.1%,0.6%,-0.1%
PhoP inhibition,-1%,3%,0%,-1%,6%,-2%,-6%,-9%
human PMI inhibitors,-5%,-2%,11%,/,21%,/,/,-10%
TNAP activators,1.1,1.1,1.1,/,1.1,/,/,1.1
RSV antiviral HEp-2,-0.8%,1.3%,0.3%,1.8%,8.2%,-1.1%,-0.6%,-1.1%
SV40 large T antigen,8%,9%,4%,4%,6%,0%,9%,6%
Ins promoter up,/,0.59,-0.14,/,0.11,/,-0.67,0.85
Ins promoter up cell count,/,1604,1250,/,1192,/,1157,1441
PMI inhibitors,-8%,3%,13%,/,17%,/,/,-5%
ER stress rescue,-3.7%,-0.9%,-1.8%,/,0.0%,/,/,-1.0%

[41] CCOC(=O)C1C(C(=O)NN)C1C(=O)Nc1ccccc1 (stereo not given)
[42] COc1ccc(N2C(=O)CSC2c2ccncc2)cc1 (stereo not given)
[43] CC(C)[C@H](NC(=O)N1CCn2c1nc1ccccc12)C(=O)NCc1ccco1
[44] Cc1ccc(/C=C2\SC(=S)N(CCC(=O)Nc3ccc(O)cc3)C2=O)cc1
[45] CC1CN(C(=O)C2CCCCC2)C(C)CN1C(=O)C1CCCCC1 (stereo not given)
[46] CC(OC(=O)c1cc2ccccc2cc1O)C(=O)Nc1ccc(S(N)(=O)=O)cc1 (stereo not given)
compound no.,41,42,43,44,45,46
West Nile virus CPE,0.7%,-0.5%,-1.0%,-1.7%,-0.3%,0.1%
PhoP inhibition,3%,10%,-2%,4%,8%,-16%
human PMI inhibitors,2%,-3%,/,/,11%,/
TNAP activators,1.1,1.1,/,/,1.1,/
RSV antiviral HEp-2,2.4%,0.9%,5.2%,3.5%,0.9%,-0.4%
SV40 large T antigen,10%,1%,13%,6%,3%,8%
Ins promoter up,-0.1,-0.18,/,/,/,0.03
Ins promoter up cell count,1211,1271,/,/,/,1392
PMI inhibitors,-6%,1%,/,/,10%,/
ER stress rescue,-1.4%,-2.1%,/,/,-1.7%,/

9 entries from above, ordered by SMILES length, low to high.
[19] Cc1ccc2ncnc(NCCCCCC(=O)O)c2c1
[33] CN(C)C(/C=C/Nc1ccc(F)cc1)=C(C#N)C#N
[12] CN=C(c1ccc([N+](=O)[O-])cc1)N1CCCCC1
[45] CC1CN(C(=O)C2CCCCC2)C(C)CN1C(=O)C1CCCCC1 (stereo not given)
[31] Cc1ccc(C(=O)Nc2nc(=O)n(C(=O)CC(C)C)s2)cc1
[3] CCO/C=C1/C(=O)N(c2ccc(OC)cc2)C(=O)c2ccccc21
[5] COc1cccc([C@H](O)Cn2cc(-c3ccc(CON=C(C)C)cc3)nn2)c1
[10] CCOC(=O)c1[nH]c2cc(OC)c(OC)cc2c1NC(=O)CN(C)C1CCCCC1
[27] CCc1nnc(NC(=O)CSc2nnc(-c3ccc(S(=O)(=O)N(CC)CC)cc3)n2CC)s1
compound no.,19,33,12,45,31,3,5,10,27
West Nile virus CPE,0.8%,0.2%,0.6%,-0.3%,-0.5%,0.3%,/,0.5%,0.2%
PhoP inhibition,6%,-1%,-3%,8%,-10%,0%,-3%,-2%,0%
human PMI inhibitors,-4%,-5%,-5%,11%,4%,-69%,-4%,5%,-5%
TNAP activators,1.1,1.1,1.3,1.1,1.1,1.1,1.1,1.1,1.1
RSV antiviral HEp-2,1.6%,-0.8%,4.0%,0.9%,-1.4%,2.5%,1.3%,-0.7%,1.4%
SV40 large T antigen,3%,8%,9%,3%,4%,8%,27%,4%,19%
Ins promoter up,1.4,/,0.47,/,0.08,0.36,0.4,-1.7,/
Ins promoter up cell count,1635,/,1607,/,1775,1212,1090,1329,/
PMI inhibitors,2%,-8%,-8%,10%,5%,-60%,0%,3%,-1%
ER stress rescue,0.7%,-3.7%,-2.6%,-1.7%,-1.7%,-0.1%,-3.7%,-2.8%,-0.5%
